GASC1 inh: inhibitors of human demethylase GASC-1 KDM4C; Q9H3R0; GST-KDM4C 2-372, H3K9me3 peptide, LANCE TR-FRET; inhibition, % at 12.5 µM; 96,000 compounds, 0.15% hits;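 active = mean replicate inhibition above about 25%, with at least 55% of replicates also reaching it, limit read from the data, passing the limit was not always enough; inconclusive = only one of those two conditions met; inactive = neither condition met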
Target sequence (Q9H3R0 2-372 limits assumed): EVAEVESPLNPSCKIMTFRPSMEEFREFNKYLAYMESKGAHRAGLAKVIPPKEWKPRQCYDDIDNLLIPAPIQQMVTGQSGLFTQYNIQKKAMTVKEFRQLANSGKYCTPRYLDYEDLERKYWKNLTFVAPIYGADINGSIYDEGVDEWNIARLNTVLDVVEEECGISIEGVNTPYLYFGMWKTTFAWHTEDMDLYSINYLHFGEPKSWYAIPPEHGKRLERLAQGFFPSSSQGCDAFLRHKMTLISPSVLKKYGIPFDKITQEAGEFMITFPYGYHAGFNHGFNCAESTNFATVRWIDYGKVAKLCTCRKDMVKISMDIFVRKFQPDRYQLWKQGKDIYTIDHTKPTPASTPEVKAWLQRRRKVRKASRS
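Material: N-terminal GST-fused human GASC-1 (KDM4C) fragment, residues 2-372. Input: 10 nM enzyme. Incubation: enzyme reaction 30 min, then detection 60 min, both room temperature. Doses: one test concentration per compound. Read-out basis: inhibition from TR-FRET ratio decrease. Detection: LANCE TR-FRET, excitation 340 nm, emissions 618 and 671 nm.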
C diff growth: C. difficile growth inhibition; Clostridium difficile clinical isolate growth, OD600, 24 h; stronger effect = lower value; growth activity, negative = inhibition, % at 16 µg/mL (by protocol); 86,000 compounds, 0.25% hits; AID 1259249;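 active = mean growth activity at or below -80% and every replicate also at or below -80%; inconclusive = mean at or below -80% but some replicate above -80%; inactive = mean growth activity above -80%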;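 note: 0% = DMSO wells and -100% = levofloxacin 16 µg/mL wells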
Pf Dd2 growth: inhibitors of Plasmodium falciparum Dd2 growth; P. falciparum Dd2 growth, SYBR Green, 72 h; stronger effect = lower value; activity change, % at 10 µM; 94,000 compounds, 2.3% hits; in the data active = activity change below about -80%; inconclusive = no clear call, values can overlap the other calls
Tcruzi prolif: T. cruzi proliferation inhibition | T. cruzi beta-gal in NIH3T3, GalScreen luminescence, 90 h | inhibition, % at 8.34 µM | 77,000 compounds, 5.9% hits | AID 624255;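 active = mean inhibition above about 93%, with at least 55% of replicates each passing it, limit read from the data, passing the limit was not always enough; inconclusive = only one of those two conditions holds; inactive = neither condition holds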
The depositor's hits bear a star; ? = inconclusive; · = not tested or not shown; + = active, no number; & = joins results of further samples; ! = repeats disagree.

Molecule	GASC1 inh	C diff growth	Pf Dd2 growth	Tcruzi prolif
O=C([C@H]1[C@H](CO)[C@H]2Cn3c(ccc(/C=C/c4ccccc4)c3=O)[C@H]2N1CC1CC1)N1CCCCC1	5.3	27	-14	49
C[C@H]1CN([C@@H](C)CO)C(=O)c2cc(C#CC3CCCC3)cnc2O[C@@H]1CN(C)C(=O)Cc1ccccn1	2.3	-9	-13	99
O=C(C[C@@H]1C[C@H]2c3cc(NC(=O)C4CCC4)ccc3O[C@H]2[C@H](CO)O1)NC1CCCC1	-0.6	-3	12	2
OC[C@H]1[C@H](c2ccc(-c3ccccc3F)cc2)[C@H]2CN(Cc3cncnc3)CCCCN21	-0.1	-4	-7	69
COc1ccc(CN(C)C[C@@H]2Oc3ccc(NS(=O)(=O)c4c(C)noc4C)cc3CC(=O)N([C@H](C)CO)C[C@H]2C)cc1	0.4	20	-6	21
O=C(C1CCCCC1)N1C[C@@H]2N[C@H](C1)C2c1ccc(-c2cccc(F)c2)cc1 (stereo partly specified)	0.2&4.4	11&56	18&-54	·
O=C1N[C@@H](Cc2ccccc2)COCc2cn(nn2)CC[C@@H]1Cc1ccccc1	-1.3	7	·	·
CNC[C@H]1Oc2ncc(C#CCC3CCCC3)cc2C(=O)N([C@@H](C)CO)C[C@H]1C	0.9	5	-50	89
c1cncc(-c2ccc(C3[C@@H]4CN(Cc5nccs5)C[C@H]3N4)cc2)c1 (stereo partly specified)	1.8&1.9	-2&-1	-88*!	·
C[C@@H]1CCCCO[C@H](CN(C)C)[C@H](C)CN([C@@H](C)CO)C(=O)c2cc(NC(=O)Cc3ccccc3)ccc2O1	-1.1	-3	13	-33
CCC(=O)Nc1ccc2c(c1)OC[C@@H](C)N(Cc1ccccc1F)C[C@H](C)[C@H](OC)CN(C)C2=O	5.3	-4	·	73
CCCN1[C@@H]2c3ccc(-c4ccccc4OC)c(=O)n3C[C@@H]2[C@@H](CO)[C@@H]1C(=O)N(C)C	1.6	3	·	54
Cc1ccc(S(=O)(=O)Nc2cccc3c2O[C@H](CN(C)S(=O)(=O)c2cn(C)cn2)[C@@H](C)CN([C@H](C)CO)C3=O)cc1	-0.1	-4	28	8
CO[C@H]1CC[C@@H]2CCOc3c(C#N)cccc3C(=O)N(C)C[C@H](c3ccccc3)CC(=O)N(C)C[C@@H]1O2	0.0	·	5	-21
CCCNC(=O)N1[C@@H](CO)[C@@H](c2ccc(-c3ccccc3)cc2)[C@@H]1CNC(C)=O	-1.1	-1	-8	-30
Cc1noc(C)c1NC(=O)Nc1ccc2c(c1)C(=O)N([C@@H](C)CO)C[C@H](C)[C@H](CN(C)Cc1ccc3c(c1)OCO3)O2	1.6	0	8	36
COc1cccc(CN(C)C[C@@H]2OCc3ccccc3-c3c(n(C)c4ccccc34)C(=O)N([C@H](C)CO)C[C@@H]2C)c1	-1.4	28	-31	·
O=C(C1CCCC1)N1CCCCN2[C@H](CO)[C@@H](c3ccc(C#CC4CC4)cc3)[C@H]2C1	·	1	-10	109*
C[C@H](NC(=O)C[C@@H]1C[C@@H]2c3cc(N(C)C)ccc3O[C@@H]2[C@H](CO)O1)c1ccccc1	9.9	-4	15	27
C[C@H]1CN([C@@H](C)CO)C(=O)CCCn2nncc2CO[C@@H]1CN(C)Cc1cccnc1	-0.4	·	12	79
C[C@@H]1CN([C@H](C)CO)C(=O)c2cccc(NC(=O)NC3CCCCC3)c2O[C@H]1CN(C)S(=O)(=O)c1cn(C)cn1	-0.2	·	4	-42
COc1ccc(-c2ccc3c(c2)[C@H]2[C@H](CCN2C(=O)c2ccccc2F)[C@H](CO)N3C)cc1	0.1	-12	-32	26
O=C(Nc1ccc(F)cc1)N1C[C@@H]2[C@H](c3ccccc31)[C@@H](CO)N2Cc1ccccc1	0.4	9	-12	-6
CC(C)NC(=O)Nc1ccc2c(c1)C(=O)N([C@H](C)CO)C[C@H](C)[C@@H](CN(C)S(=O)(=O)c1cccs1)OCCCC[C@@H](C)O2	-0.2	-10	·	·
CCC(=O)N(C)C[C@H]1Oc2cc(C3=CCCC3)ccc2S(=O)(=O)N([C@@H](C)CO)C[C@H]1C	3.8	-8	-18	42
C[C@@H]1CCCCO[C@H](CN(C)S(=O)(=O)c2ccc(F)cc2)[C@@H](C)CN([C@H](C)CO)C(=O)c2cc(NC(=O)c3ccncc3)ccc2O1	-0.5	-2	-10	-28
C[C@@H]1CCCCO[C@@H](CN(C)C(=O)Nc2ccc(F)cc2)[C@@H](C)CN([C@H](C)CO)C(=O)c2cc(NC(=O)Nc3cccc4ccccc34)ccc2O1	-1.3	-8	11	103*
Cc1ccc(S(=O)(=O)Nc2ccc3c(c2)C(=O)N([C@@H](C)CO)C[C@H](C)[C@@H](CN(C)S(=O)(=O)c2ccccc2)OCCCC[C@H](C)O3)cc1	-0.1	-7	-64	102*
Cc1cccc(CN(C)C[C@@H]2Oc3ncc(C#CCN(C)C)cc3C(=O)N([C@H](C)CO)C[C@@H]2C)c1	9.2	·	6	·
CCCNC(=O)Nc1ccc2c(c1)C(=O)N(C)C[C@@H](OC)[C@@H](C)CN(Cc1cccnc1)[C@H](C)CO2	-0.9	·	-7	19
COCC(=O)Nc1ccc2c(c1)OC[C@@H](C)N(C(=O)NC(C)C)C[C@@H](C)[C@@H](OC)CN(C)C2=O	15	·	-76	74
CS(=O)(=O)N1CC(=O)N2[C@H](C1)[C@@H](c1ccc(C#Cc3ccccc3)cc1)[C@@H]2CO	-3.1	-8	-18	·
C[C@@H]1CCCCO[C@@H](CN(C)Cc2ccc(C(=O)O)cc2)[C@H](C)CN([C@@H](C)CO)C(=O)c2cc(NC(=O)c3ccncc3)ccc2O1	-0.9	-15	50	2
CO[C@@H]1CN(C)C(=O)c2cc(NS(=O)(=O)c3ccccc3)ccc2OC[C@@H](C)N(Cc2ccccn2)C[C@H]1C	-1.0	1	-35	12
O=C(NCC[C@H]1CC[C@H](NS(=O)(=O)c2ccc(F)cc2)[C@@H](CO)O1)Nc1ccc(Cl)cc1	0.9	·	6	-66
CC(=O)N1[C@H](CO)[C@@H]2c3ccccc3N(C(=O)Nc3cc(F)ccc3F)C[C@@H]21	0.2	-8	-18	-9

In a second layout: two of the compounds above
Screens in order – GASC1 inh, C diff growth, Pf Dd2 growth, Tcruzi prolif
Cc1ccc(S(=O)(=O)Nc2ccc3c(c2)C(=O)N([C@@H](C)CO)C[C@H](C)[C@@H](CN(C)S(=O)(=O)c2ccccc2)OCCCC[C@H](C)O3)cc1
 : -0.1, -7, -64, 102*
Cc1cccc(CN(C)C[C@@H]2Oc3ncc(C#CCN(C)C)cc3C(=O)N([C@H](C)CO)C[C@@H]2C)c1
 : 9.2, ·, 6, ·

Next part:
Molecule	GASC1 inh	C diff growth	Pf Dd2 growth	Tcruzi prolif
CCNC(=O)[C@@H]1[C@@H](CO)[C@@H]2Cn3c(cccc3=O)[C@@H]2N1CC1CCCCC1	2.7	·	·	+
C[C@@H]1CCCCO[C@H](CN(C)C)[C@H](C)CN([C@H](C)CO)C(=O)c2cc(NC(=O)CCCN(C)C)ccc2O1	2.9	-1	41	-11
COCCNC(=O)C[C@@H]1CC[C@H]2[C@@H](COC[C@H](O)CN2C(=O)Nc2ccccc2OC)O1	0.3	-1&-1	33	·
C[C@H]1CN([C@@H](C)CO)C(=O)c2cc(-c3cncnc3)cnc2O[C@@H]1CN(C)Cc1ccccc1	0.7	0	13	15
CO[C@@H]1CN(C)C(=O)c2ccc(NS(C)(=O)=O)cc2OC[C@@H](C)N(CC2CCOCC2)C[C@@H]1C	-0.4	·	1	7
O=C(C[C@@H]1C=C[C@H](NC(=O)Nc2ccccc2F)[C@@H](CO)O1)NCc1ccc(Cl)cc1	-0.4	4	16	37
C[C@H]1CN([C@@H](C)CO)C(=O)Cc2cc(NS(=O)(=O)c3ccccc3)ccc2O[C@H]1CN(C)Cc1ccc(Oc2ccccc2)cc1	-2.9	44	-40	74
C[C@H]1CN([C@@H](C)CO)C(=O)c2cccc(N(C)C)c2O[C@@H]1CN(C)Cc1ccc2c(c1)OCO2	10	-6	24	-78
C[C@H](CO)N1C[C@H](C)[C@@H](CN(C)C(=O)NC2CCCCC2)Oc2ccc(N(C)C)cc2CC1=O	0.5	-3	-1	5
COc1ccc(S(=O)(=O)Nc2cccc3c2O[C@H](CN(C)C(=O)Nc2ccc4c(c2)OCO4)[C@H](C)CN([C@H](C)CO)C3=O)cc1	1.0	-2	-4	-11
O=C(N[C@H]1CC[C@@H](CCn2cc(C3(O)CCCC3)nn2)O[C@@H]1CO)C1CCCC1	2.4	1	-3	·
COCC(=O)Nc1ccc2c(c1)OC[C@@H](C)N(Cc1cc(-c3ccccc3)on1)C[C@@H](C)[C@H](OC)CN(C)C2=O	3.4	·	-70	·
C[C@H]1CN([C@@H](C)CO)C(=O)c2cccc(NS(=O)(=O)c3ccc(F)cc3)c2O[C@@H]1CN(C)S(=O)(=O)c1ccc(Cl)cc1	-0.7	-7	-9	35
C[C@@H]1CN([C@H](C)CO)C(=O)Cc2cc(NS(=O)(=O)c3cccs3)ccc2O[C@H]1CN(C)C	0.6	0	-5	-5
O=C(Nc1ccccc1)[C@@H]1[C@@H](CO)[C@@H]2Cn3c(cccc3=O)[C@@H]2N1C(=O)C1CCC1	-2.8	3	8	47
C/C=C/c1ccc([C@H]2[C@@H](CO)N[C@@H]2CN(CC)C(=O)c2ccccn2)cc1	1.7	-3	-12	94
CCN1[C@H](C(=O)N(C)C)[C@@H](CO)[C@@H]2Cn3c(ccc(C4=CCCC4)c3=O)[C@@H]21	2.5	-1	·	73
C[C@@H]1CN([C@@H](C)CO)C(=O)c2cc(NS(=O)(=O)c3cn(C)cn3)ccc2O[C@@H]1CN(C)Cc1ccc(C(=O)O)cc1	-0.8	0	6	-25
CC(C)CC#Cc1cnc2c(c1)C(=O)N([C@@H](C)CO)C[C@@H](C)[C@@H](CN(C)C(=O)CC1CC1)O2	·	-5	-10	·
Cc1noc(C)c1NC(=O)NCC[C@@H]1CC[C@@H](NC(=O)Nc2cccc(Cl)c2)[C@@H](CO)O1	0.3	·	12	-2
CCC(=O)N[C@@H]1CC[C@@H](CCNS(=O)(=O)c2ccc(Cl)cc2)O[C@@H]1CO	-0.8	2	16	·
COc1cccc(NC(=O)N2CC(=O)N3[C@H](CO)[C@H](c4ccc(C#CCC5CCCC5)cc4)[C@H]3C2)c1	17	47	-34	·
C[C@@H]1CCCCO[C@@H](CN(C)CC2CCCCC2)[C@H](C)CN([C@H](C)CO)C(=O)c2cc(NC(=O)CCCCCC(=O)Nc3ccccc3N)ccc2O1	-1.2	2	?	66
C[C@@H]1CN([C@H](C)CO)C(=O)Cc2cc(NC(=O)CCC(F)(F)F)ccc2O[C@H]1CN(C)S(=O)(=O)c1ccc(Cl)cc1	-0.5	-7	-25	18

Quoted from the listing.
GASC1 inh result of C[C@@H]1CN([C@H](C)CO)C(=O)Cc2cc(NC(=O)CCC(F)(F)F)ccc2O[C@H]1CN(C)S(=O)(=O)c1ccc(Cl)cc1 is entered as -0.5
C diff growth result of C[C@@H]1CCCCO[C@@H](CN(C)CC2CCCCC2)[C@H](C)CN([C@H](C)CO)C(=O)c2cc(NC(=O)CCCCCC(=O)Nc3ccccc3N)ccc2O1 is entered as 2

Going on with the list.
Molecule	GASC1 inh	C diff growth	Pf Dd2 growth	Tcruzi prolif
COCC(=O)Nc1ccc2c(c1)[C@H]1C[C@@H](CC(=O)N3CCN(C)CC3)O[C@@H](CO)[C@H]1O2	-0.9	-2	1	27
Cc1noc(C)c1NC(=O)Nc1ccc2c(c1)C(=O)N([C@H](C)CO)C[C@@H](C)[C@H](CN(C)Cc1ccccc1)O2	0.5	-2	-3	2
COc1ccc(S(=O)(=O)N(C)C[C@H]2OCCCC[C@@H](C)Oc3ccc(NC(=O)CCCN(C)C)cc3C(=O)N([C@@H](C)CO)C[C@@H]2C)cc1	2.0	6	-35	98
C[C@@H]1CCCCO[C@@H](CN(C)C(=O)Nc2ccc3c(c2)OCO3)[C@H](C)CN([C@@H](C)CO)C(=O)c2cc(NC(=O)C3CCCCC3)ccc2O1	-0.5	0	-25	16

Compounds listed so far with a thiophene ring, fused or not:
Molecule	GASC1 inh	C diff growth	Pf Dd2 growth	Tcruzi prolif
CC(C)NC(=O)Nc1ccc2c(c1)C(=O)N([C@H](C)CO)C[C@H](C)[C@@H](CN(C)S(=O)(=O)c1cccs1)OCCCC[C@@H](C)O2	-0.2	-10	·	·
C[C@@H]1CN([C@H](C)CO)C(=O)Cc2cc(NS(=O)(=O)c3cccs3)ccc2O[C@H]1CN(C)C	0.6	0	-5	-5

From PubChem BioAssay
